KCNQ1 pot = human KCNQ1 channel potentiation or activation; 310,000 tested, 0.35% active; CHO-K1 KCNQ1, thallium flux FluxOR fluorescence; active compounds read high; B-score at 10 µM; P51787;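 active means fluorescence ratio B-score, a plate-corrected score, at least three library SD, with initial intensity B-score within 5 SD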
Target sequence (P51787 whole entry, looked up): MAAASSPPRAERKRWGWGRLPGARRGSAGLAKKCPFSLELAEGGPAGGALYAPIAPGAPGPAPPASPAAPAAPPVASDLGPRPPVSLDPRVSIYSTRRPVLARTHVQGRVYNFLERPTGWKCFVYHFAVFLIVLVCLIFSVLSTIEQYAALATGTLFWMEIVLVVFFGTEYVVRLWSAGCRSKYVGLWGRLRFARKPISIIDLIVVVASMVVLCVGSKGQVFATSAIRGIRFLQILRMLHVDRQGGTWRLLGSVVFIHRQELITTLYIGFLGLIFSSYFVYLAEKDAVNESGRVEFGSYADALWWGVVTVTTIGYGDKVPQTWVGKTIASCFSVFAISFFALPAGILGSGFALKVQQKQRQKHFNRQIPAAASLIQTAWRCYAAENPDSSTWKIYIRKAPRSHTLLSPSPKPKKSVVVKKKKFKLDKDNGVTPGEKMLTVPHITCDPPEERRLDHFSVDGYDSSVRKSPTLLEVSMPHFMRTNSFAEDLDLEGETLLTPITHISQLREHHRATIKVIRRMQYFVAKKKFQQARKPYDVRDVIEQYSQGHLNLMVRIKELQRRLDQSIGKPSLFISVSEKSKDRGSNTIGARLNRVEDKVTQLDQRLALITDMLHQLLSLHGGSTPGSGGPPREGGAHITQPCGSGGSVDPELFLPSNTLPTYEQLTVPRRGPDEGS
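Medium – assay buffer, equal DMSO in all wells · Material – CHO-K1 cell line with stable KCNQ1 potassium channel expression · Signal – kinetic FluxOR thallium fluorescence, 10-s 1-Hz baseline, 110-s post-stimulus read · Compound – single concentration per compound, DMSO matched to controls · Schedule – 37 °C overnight plating, 90-min dark dye load, 20-min compound pretreatment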
Dyrk1A ADPGlo = blocks rat Dyrk1A kinase activity | Q63470 | ADP-Glo luminescence, NFATc1 peptide | inhibition, % at 12.5 µM | 310,000 tested, 0.43% active | AID 504441; in the data active means inhibition above about 50%;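 further: plate controls were vehicle with enzyme for no effect and no enzyme for full effect; many of its hits are not listed in these tables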
TRPC4 agonist = TRPC4 (mouse) channel activation. Q9QUQ5. HEK293 TRPC4beta/mu-opioid, Fluo4 calcium fluorescence; active compounds read high. B-score at 10 µM. 310,000 tested, 0.49% active;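 active means B-score above 5 SD of library B-scores, and initial fluorescence ratio not above library mean plus 5 SD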;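 further: positive B-score marks a calcium rise read as TRPC4 activation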
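Material: HEK293 stable line with TRPC4beta plus mu-opioid receptor; technique: Fluo4 calcium-sensitive dye fluorescence, kinetic, 1 Hz baseline; timing: Fluo4 dye loading 45 min at room temperature, 110 s recording; controls: assay buffer as low control, maximal DAMGO as high control; read-out: integrated baseline-normalised fluorescence ratio, converted to per-well B score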
TMEM16A inh = inhibitors of mouse TMEM16A calcium-activated chloride channel. HEK293 TMEM16A/YFP iodide influx fluorescence, ionomycin. normalized B-score (activity score, 25-100; higher = stronger inhibition) at 10 µM. Q8BHY3. 310,000 tested, 1.2% active;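 active means ratio plate-corrected score three or more library SD toward inhibition, starting fluorescence score within five deviations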;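 further: score derived from kinetic fluorescence span divided by baseline fluorescence per well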
hERG protect = compounds protecting human hERG from proarrhythmic drug block; Q12809; CHO-hERG, FluxOR thallium flux, dofetilide IC70 present; activation (rescue from dofetilide block), less the hit threshold, % at 10 µM; 310,000 tested, 0.51% active;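 active means activation above the mean of controls blocked by dofetilide plus 5 SD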;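 further: thallium influx through hERG after potassium depolarization seen as dye fluorescence rise; in these data hits start at about 4.7%; inactives centre near -7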
KCNK9 block = inhibitors of human KCNK9 two-pore domain potassium channel; HEK293 KCNK9, FluxOR thallium flux fluorescence; active compounds read low; B-score at 10 µM; 310,000 tested, 1.2% active; Q9NPC2;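 active means ratio B-score over 3 SD below the library mean, with starting fluorescence within 5 SD of its mean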;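 further: negative B-score means less thallium flux so channel inhibition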
Target sequence (Q9NPC2 whole entry, looked up, the tested form may be a part): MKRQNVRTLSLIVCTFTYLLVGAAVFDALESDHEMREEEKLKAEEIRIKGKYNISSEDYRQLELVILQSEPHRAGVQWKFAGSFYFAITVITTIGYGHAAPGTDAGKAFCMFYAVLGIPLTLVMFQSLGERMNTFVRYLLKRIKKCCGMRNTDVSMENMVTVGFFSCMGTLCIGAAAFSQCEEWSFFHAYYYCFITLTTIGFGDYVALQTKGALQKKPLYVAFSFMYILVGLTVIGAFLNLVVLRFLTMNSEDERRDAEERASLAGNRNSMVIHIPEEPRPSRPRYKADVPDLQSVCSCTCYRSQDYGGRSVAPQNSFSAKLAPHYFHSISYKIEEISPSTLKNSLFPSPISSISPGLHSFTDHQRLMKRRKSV
KCNQ1 block = human KCNQ1 channel inhibition. B-score at 10 µM. CHO-K1 KCNQ1, FluxOR thallium flux fluorescence; active compounds read high. AID 2642. 310,000 tested, 1.3% active;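 active means compounds whose thallium flux B-score, printed positive for inhibition, exceeds three library SD while starting fluorescence stays within three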;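 further: channel opened by potassium depolarization with thallium stimulus after 20 min compound exposure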
HDAC3 inhib = blocks human histone deacetylase 3; 320,000 tested, 0.15% active; inhibition, % at 8.3 µM; recombinant HDAC3, fluorogenic peptide/trypsin coupled, fluorescence; O15379; AID 2718; in the data active means inhibition above about 26%, passing the limit was not always enough
KCNK3 inh = human KCNK3 channel inhibition, primary screen; O14649; 340,000 tested, 0.84% active; B-score at 10 µM; CHO-KCNK3 thallium flux, FluxOR fluorescence; active compounds read low;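 active means B-score under library mean minus 4 SD, starting fluorescence ratio at most library mean plus 5 SD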;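 further: more negative B-score means stronger inhibition of thallium flux through KCNK3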
TMEM16A act = mouse TMEM16A channel activation, primary screen; Q8BHY3; HEK293 TMEM16A/YFP-H148Q/I152L, iodide quench fluorescence; active compounds read low; B-score at 10 µM; 340,000 tested, 0.3% active; AID 623877;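 active means fluorescence-ratio B-score plate-corrected deviation score at least 3 library SD below zero, with starting fluorescence score within 5 deviations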;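 further: channel opened by trigger with iodide after compound preincubation; score built on the fluorescence ratio of max minus min over baseline; more negative score means more quench and so TMEM16A activation or potentiation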
TRPC4 PAM = allosteric potentiators of mouse TRPC4 channel | Q9QUQ5 | B-score at 10 µM | 310,000 tested, 0.42% active | HEK293 TRPC4beta/mu-opioid, DAMGO EC20, Fluo-4 Ca2+ flux; active compounds read high;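 active means B-score of calcium response area above 5 SD of library B-scores, with initial fluorescence ratio within 5 SD of library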;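 further: B-score of integrated fluorescence ratio over time as area under calcium response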
* marks the source's active call; other numbers are inactive results; i = inactive; . = not tested or not shown. A portion of the library; the hit share may differ from the screen's.

Results follow in this order: KCNQ1 pot	Dyrk1A ADPGlo	TRPC4 agonist	TMEM16A inh	hERG protect	KCNK9 block	KCNQ1 block	HDAC3 inhib	KCNK3 inh	TMEM16A act	TRPC4 PAM
> CCCn1nnnc1NCc1c(Cl)cccc1Cl
→ i	.	i	i	-11	i	i	6	i	i	i
> C#CCOc1ccc(OC)cc1C(c1c(C)[nH][nH]c1=O)c1c(C)[nH][nH]c1=O
→ i	-1	i	i	-2	i	i	-6	i	i	i
> COCCCNC(=O)c1cccn2c(=O)c3cc4ccccc4cc3nc12
→ i	6	i	i	-21	i	i	9	i	i	i
> O=C(Cc1ccc(-n2c(=S)[nH]c3ccccc3c2=O)cc1)N1CCC(N2CCCCC2)CC1
→ i	5	i	i	-8	i	i	-1	i	i	i
> CN(c1cccc(NC(=O)COc2ccccc2)c1)S(C)(=O)=O
→ i	-2	i	i	-5	i	i	-1	i	i	i
> COC(=O)CN1C(=O)C2(OCCCO2)c2cc(Br)ccc21
→ i	-1	i	i	-7	i	i	2	i	i	i
> Cc1ccc2nc(CSc3nnc(Nc4ccccc4F)s3)cc(=O)n2c1
→ i	-5	i	i	-12	i	i	-3	i	i	i
> CC(C)CN(C(=O)COC(=O)c1cc2c(s1)CCC2)C1CCS(=O)(=O)C1 (stereo not drawn)
→ i	-6	i	i	-8	i	i	4	i	i	i
> COc1ccc(OCC(O)CN2CCN(c3ccc(OC)cc3)CC2)cc1 (stereo not drawn)
→ i	-3	i	i	-6	i	i	-4	i	i	i
> COc1ccc(S(=O)(=O)n2ccc(-c3ccc(OCCN(C)c4ccccn4)cc3)n2)cc1
→ i	-7	i	i	-1	i	i	8	i	i	i
> O=c1oc2ccccc2c(Nc2ccccc2)c1CN1CCCCC1
→ i	18	i	i	-5	i	i	14	i	i	i
> CSc1nnc(C(C)(C)C)c(=O)n1/N=C/c1ccccc1
→ i	1	i	i	-9	i	i	5	i	i	i
> COc1ccc(CNC(=O)NCc2ccc(OC)c(OC)c2)cc1OC
→ i	-3	i	i	-7	i	i	4	i	i	i
> CC(C)N1CCc2c(sc(NC(=O)Cc3ccccc3)c2C(N)=O)C1
→ i	-3	i	i	-8	i	i	3	i	i	i
> COc1ccc2oc(C)c(C(=O)NN)c2c1
→ i	16	i	i	-6	i	i	5	i	i	i
> Cc1ccc(-c2nc(S(=O)(=O)c3ccc(C)cc3)c(N(C)C)o2)cc1
→ i	-3	i	i	-5	i	i	0	i	i	i
> COc1ccc(CNC(=O)c2cccc(S(=O)(=O)N3CCN(C)CC3)c2)cc1
→ i	0	i	i	-5	i	i	2	i	i	i
> COC(=O)C1=C(C)NC(=S)N(C(C)=O)C1c1ccc(OC)c(OC)c1 (stereo not drawn)
→ i	2	i	i	-10	i	i	8	i	i	i
> CC(C)(C)c1ccc(-c2c(C(=O)O)c(C(=O)O)c3n2CSC3)cc1
→ i	-6	i	i	-11	i	i	0	i	i	i
> CN(c1ccc(C(=O)Nc2cccc(O)c2)cc1)S(=O)(=O)c1ccccc1
→ i	6	i	i	-23	i	i	0	i	i	i
> C=CCSc1nc2sc(C)c(C)c2c(=O)n1CC=C
→ i	-1	i	i	-5	i	i	4	i	i	i
> O=C(CCNC(=O)C1CCN(S(=O)(=O)c2ccccc2)CC1)NCc1ccncc1
→ i	-4	i	i	-8	i	i	-5	i	-28*	i
> CCOC(=O)c1c(-c2ccccc2)cn2ccccc12
→ i	14	i	i	-4	i	i	-79	i	i	i
> O=C(c1ccc(Sc2ccccc2)c([N+](=O)[O-])c1)N1CCOCC1
→ i	5	i	i	-2	i	i	10	i	i	i
> O=C(Nc1ccc(NC(=O)c2cccs2)cc1)c1cccs1
→ i	-7	i	i	-5	i	i	-7	i	i	i
> CN(NC(=O)C1CC(=O)N(c2ccccc2)C1)C1=NS(=O)(=O)c2ccccc21 (stereo not drawn)
→ i	0	i	i	-2	i	i	-2	i	i	i
> COCCCNC(=O)CN1C(=O)/C(=C\c2ccc(C)cc2)Sc2ccccc21
→ i	-4	i	i	-12	i	i	2	i	i	i
> Cc1ccc(NC(=O)CSCC(=O)Nc2ncc3c(n2)CC(c2ccco2)CC3=O)cc1 (stereo not drawn)
→ i	-2	i	i	-8	i	i	0	i	i	i
> COc1ccc2nc(SCC(=O)NCC(F)(F)F)[nH]c2c1
→ i	.	i	i	5.2*	i	i	3	i	i	i
> CCOC(=O)N1CCN(c2ncnc3c2oc2nc(C(C)C)c4c(c23)CCC4)CC1
→ i	5	i	i	-19	i	i	2	i	i	i
> COc1ccc(OCC(O)CNS(=O)(=O)c2cccs2)cc1 (stereo not drawn)
→ i	.	i	i	-4	i	i	-5	i	i	i
> COCCNC(=O)/C(C#N)=C/c1ccc(OCc2ccc(F)cc2)cc1
→ i	-4	i	i	-1	i	i	1	i	i	i
> CCOc1ccc(C2C=C(c3ccc(C)cc3)Nc3nnnn32)cc1 (stereo not drawn)
→ i	-6	i	i	-1	i	i	-2	i	i	i
> COC(=O)NC1c2ccccc2Oc2ccccc21
→ i	2	i	i	-7	i	i	3	i	i	i
> COc1ccc(OCC(O)CN2CCNCC2)cc1 (stereo not drawn)
→ i	-4	i	i	-3	i	i	-4	i	i	i
> Cc1noc(NS(=O)(=O)c2ccc(N/C=C\C(=O)c3cccs3)cc2)c1C
→ i	4	i	i	-7	i	i	5	i	i	i
> CCCCCOc1ccc(NC(=O)CSc2cccc3cccnc23)cc1
→ i	5	i	i	-2	i	i	-29	i	i	i
> CCOC(=O)C1(CCOc2ccccc2)CCN(Cc2ccc(O)cc2)CC1
→ i	.	i	i	-3	i	i	4	i	i	i
> CNc1nc(N)c([N+](=O)[O-])c(Nc2cccc(F)c2)n1
→ i	23	i	i	-5	i	i	1	i	i	i
> O=C(N/N=C/c1cccnc1)c1ccc2ccccc2c1O
→ i	-1	i	i	-5	i	i	4	i	i	i
> Cc1ccc2c(CC(=O)NC3CCCc4ccccc43)coc2c1 (stereo not drawn)
→ i	10	i	i	-8	i	i	2	i	i	i
> CCOc1ccc(OCCn2c(=S)[nH]c3ccccc32)cc1
→ i	5	i	i	-5	i	i	2	i	i	i
> Cn1c(=S)[nH]c2sc3c(c2c1=O)CCC(C(C)(C)C)C3 (stereo not drawn)
→ 80*	-2	i	i	57*	i	i	-1	i	i	i
> NC(=O)c1ccsc1NC(=O)COC(=O)Cc1ccsc1
→ i	0	i	i	-11	i	i	1	i	i	i
> CCOc1ccc(N2C(=O)CC(N(CCc3ccc(OC)cc3)C(=O)/C=C/C(=O)O)C2=O)cc1 (stereo not drawn)
→ i	0	i	i	2	i	i	-3	i	i	i
> C/C(=N\NC(=S)NC1CCCCC1)c1ccc(O)cc1
→ i	.	i	i	0	i	i	0	i	i	i
> c1ccc(Nc2ccccc2Nc2ccccn2)nc1
→ i	-4	i	i	-10	i	i	3	i	i	i
> COc1ccc(-c2cc(CNS(=O)(=O)c3ccc(F)cc3)on2)cc1
→ i	12	i	i	-9	i	i	3	i	i	i
> Cc1ccc(N2CCN(CCc3nc4cc(NS(C)(=O)=O)ccc4n3C)CC2)cc1
→ i	-3	i	i	-8	i	i	-6	i	i	i
> Cn1c(=O)c2c(nc(N3CCCCC3)n2CCCNC2=NCCCC2)n(C)c1=O
→ i	2	i	i	-5	i	i	2	i	i	i
> COc1ccc(CCCNC(=O)C2CCC(=O)N(Cc3ccccc3F)C2)cc1 (stereo not drawn)
→ i	-3	i	i	-7	i	i	1	i	i	i
> CCOC(=O)C1(CCOC)CCN(Cc2cccc(OCc3ccccc3)c2)CC1
→ i	-1	i	i	-5	i	i	3	i	i	i
> Cc1ccc(C(=O)NNC(=O)c2ccc(-n3cncn3)c([N+](=O)[O-])c2)cc1
→ i	-4	i	i	-12	i	i	3	i	i	i
> COc1ccc(C(=O)/C=C/C(=O)N(Cc2ccc(F)cc2)C(C(=O)NC2CCCCC2)c2ccncc2)c(O)c1 (stereo not drawn)
→ i	-5	i	i	-7	i	i	6	i	i	i
> Cc1ccc(COc2ccc(Br)cc2/C=N/O)cc1
→ i	-4	i	i	-3	i	i	14	i	i	i
> COc1ccc(NC(=O)COC(=O)C2CC(=O)N(c3ccc(OC(C)C)cc3)C2)cc1 (stereo not drawn)
→ i	-7	i	i	-8	i	i	-1	i	i	i
> Cc1c(C(=O)Nc2nc3ccccc3[nH]2)cccc1[N+](=O)[O-]
→ i	2	i	i	-5	-8.4*	i	2	i	i	i
> Cc1ccc(OCC(=O)Oc2c(C)cccc2C)cc1C
→ i	1	i	i	-2	i	i	5	i	i	i
> CCCCCc1nnc(NS(C)(=O)=O)s1
→ i	-2	i	i	-4	i	i	9	i	i	i
> COc1cccc(/C=C(/C#N)c2ccc(Cl)cc2)c1OCc1cccc(C(=O)O)c1
→ i	-5	i	i	-14	i	i	3	i	i	i

The final 2 records of the section before lead into the next.
Results follow in this order: KCNQ1 pot	Dyrk1A ADPGlo	TRPC4 agonist	TMEM16A inh	hERG protect	KCNK9 block	KCNQ1 block	HDAC3 inhib	KCNK3 inh	TMEM16A act	TRPC4 PAM
> CCCCCc1nnc(NS(C)(=O)=O)s1
→ i	-2	i	i	-4	i	i	9	i	i	i
> COc1cccc(/C=C(/C#N)c2ccc(Cl)cc2)c1OCc1cccc(C(=O)O)c1
→ i	-5	i	i	-14	i	i	3	i	i	i
> Cc1cc(C2(c3cc(C)c(NC(=O)CN4CCOCC4)c(C)c3)CCCCC2)cc(C)c1NC(=O)CN1CCOCC1
→ i	.	i	i	-11	i	i	1	.	.	i
> COc1ccc(CCN(C(=O)c2snc(C(N)=O)c2N)C(C)C(=O)NC2CCCCC2)cc1OC (stereo not drawn)
→ i	-5	i	i	-2	i	i	2	i	i	i
> Cc1ccc(CN2CC(C(=O)NCCCSc3ccccc3)CC2=O)cc1 (stereo not drawn)
→ i	-5	i	i	-12	i	i	3	i	i	i
> CC(OC(=O)COc1ccccc1[N+](=O)[O-])C(=O)Nc1ccc(N2CCOCC2)cc1 (stereo not drawn)
→ i	-3	i	i	-20	i	i	17	i	i	i
> O=C(c1cc(F)ccc1F)C1CCCN(C(=O)c2cccs2)C1 (stereo not drawn)
→ i	-3	i	i	-3	i	i	-1	i	i	i
> CC(OC(=O)c1ccc(Cl)c(S(=O)(=O)Nc2ccc(F)cc2)c1)C(=O)NC(N)=O (stereo not drawn)
→ i	-4	i	i	-7	i	i	.	i	i	i

Screening data as filed in PubChem BioAssay.
